MBD2 DNA inh = inhibitors of human MBD2 binding to methylated oligonucleotide; 370,000 compounds, 0.31% hits; TR-FRET; inhibition, % at 4.4 µM; AID 686964; in the data active = inhibition above about 13%
Target sequence (Q9UBB5 whole entry, looked up): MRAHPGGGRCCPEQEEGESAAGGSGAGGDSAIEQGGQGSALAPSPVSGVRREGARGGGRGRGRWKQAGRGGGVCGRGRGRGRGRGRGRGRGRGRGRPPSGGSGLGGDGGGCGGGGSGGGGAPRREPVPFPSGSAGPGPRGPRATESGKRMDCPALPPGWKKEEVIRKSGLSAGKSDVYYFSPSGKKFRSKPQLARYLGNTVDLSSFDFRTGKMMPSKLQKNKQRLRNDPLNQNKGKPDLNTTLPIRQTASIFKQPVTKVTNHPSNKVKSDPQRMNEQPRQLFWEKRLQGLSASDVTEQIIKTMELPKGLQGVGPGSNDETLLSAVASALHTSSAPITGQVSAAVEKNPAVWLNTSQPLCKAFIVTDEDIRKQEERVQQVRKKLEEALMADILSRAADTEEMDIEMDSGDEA
SMARCA2 act = SMARCA2 function activation, primary screen | activation, % at 9.1 µM | 370,000 compounds, 1% hits | MG213 cells, MMTV-luciferase reporter, dexamethasone, overnight; in the data active = activation above about 7.8%;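 also: 0% = vehicle wells and 100% = reference activator wells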
ADAM17 inh = inhibitors of human ADAM17 | P78536 | inhibition, % at 6.95 µM | recombinant ADAM17, EDANS/DABCYL FRET peptide cleavage | AID 720648 | 370,000 compounds, 0.83% hits;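 active = inhibition above the mean of compounds lying between control limits plus 3 SD, set per campaign, cut at about 8.5% in these data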;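 also: 0% = DMSO-only wells as the low control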
hcDAF-12 act = activates DAF-12 receptor from parasite H. contortus. activation, % at 6.8 µM. 370,000 compounds, 1.4% hits. HEK293 hcDAF-12 lit1-tk-luc reporter, luminescence; 0% DMSO, 100% Δ7-dafachronic acid. AID 652067;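 active = activation above the mean of all tested compounds plus 3 SD, cut at about 5.5% in these data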;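 also: 100% = response to 3 µM Δ7-dafachronic acid high control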
DAX1 inh-1 = NR0B1 (DAX1) inhibition | P51843 | inhibition, % at 6.75 µM | 340,000 compounds, 0.99% hits | HEK293 Gal4-DAX1 luciferase reporter, luminescence | AID 504766;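 active = inhibition above the mean over all tested compounds plus 3 SD, cut at about 4.2% in these data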;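 also: 0% = DAX1-transfected cells with DMSO and 100% = empty-vector control cells with DMSO; inhibition shows as a rise in luminescence from relieved DAX1 repression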
Target sequence (P51843 207-470 limits assumed): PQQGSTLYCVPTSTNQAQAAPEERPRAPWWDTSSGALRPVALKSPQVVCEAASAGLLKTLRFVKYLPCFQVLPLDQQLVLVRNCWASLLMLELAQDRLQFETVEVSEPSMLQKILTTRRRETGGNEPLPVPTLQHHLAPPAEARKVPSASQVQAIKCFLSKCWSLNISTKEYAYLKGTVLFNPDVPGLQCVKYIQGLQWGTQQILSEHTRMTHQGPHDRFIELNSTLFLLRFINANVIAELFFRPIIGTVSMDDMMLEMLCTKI
PLC-beta3 inh = blocks human PLC-beta3 enzyme activity | Q01970 | Purified PLC-beta3, fluorogenic substrate, fluorescence | 370,000 compounds, 0.18% hits | inhibition, % at 12.2 µM; in the data active = inhibition above about 11%;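 also: 0% = median of compound wells on plate and 100% = full blocker control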
ssDAF-12 act = S. stercoralis DAF-12 activation, primary screen; activation, % at 6.8 µM; AID 652126; HEK293 ssDAF-12/GRIP1 lit1-tk-luc reporter, luminescence; % of 3 µM dafachronic acid response; 370,000 compounds, 1% hits;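 active = activation above the mean over all tested compounds plus 3 SD, cut at about 0.9% in these data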;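 also: 0% = DMSO-only wells and 100% = 3 µM delta7-dafachronic acid wells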
NR1D1 modulator = modulators of human Rev-erb alpha DNA binding | Rev-erbα–FITC-DNA binding, fluorescence polarization, 90 min | activity, % at 10 µM | 370,000 compounds, 0.79% hits;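 active = activity above about 14%, limit read from the data; passing the limit was not always enough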;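 also: 0% = DMSO wells with 35 nM protein and 100% = DMSO wells with 750 nM protein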
PLCg1 inh = inhibitors of human phospholipase C gamma1. P19174. purified PLC-gamma1, fluorogenic substrate, fluorescence. inhibition, % at 12.2 µM. 370,000 compounds, 0.84% hits. AID 720700; in the data active = inhibition above about 9.5%
hgDAF12 agonist = activates the H. glycines DAF-12 receptor ligand-binding domain; HEK293 GAL4-hgDAF12 UAS-luciferase reporter, agonist luminescence; normalized to butyrate control; activation, % at 6.8 µM; 370,000 compounds, 1.8% hits;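 active = activation above a cutoff set at the mean of all screened compounds plus 3 SD, cut at about 10% in these data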;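 also: 0% = DMSO wells and 100% = sodium butyrate wells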
DAX1 inh-2 = DAX1 (NR0B1) inhibition, primary screen. HEK293T StAR-luciferase reporter, SF-1/DAX-1 repression relief. inhibition, % at 6.8 µM. 370,000 compounds, 1.1% hits. AID 652010;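 active = inhibition above the mean over all tested compounds plus 3 SD, cut at about 3.6% in these data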;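 also: 0% = DAX-1 cells with DMSO and 100% = cells lacking DAX-1 with DMSO; higher inhibition means more luminescence from relief of DAX-1 repression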
Active calls of the source: *; x = no result given.

[1] C=CCc1cccc2cc(C(=O)N3CCN(C(=O)c4ccco4)CC3)c(=O)oc12
[2] NS(=O)(=O)c1ccc(CNC(=O)/C=C/c2ccc(S(=O)(=O)N3CCOCC3)cc2)cc1
[3] COc1ccc2cc(C(c3nnnn3CC3CCCO3)N3CCOCC3)c(=O)[nH]c2c1 (stereo not drawn)
[4] Cc1ccccc1C(=O)NC(=S)NC1CC1
[5] CC1CN(S(=O)(=O)c2ccc(CN3C(=O)c4cccnc4C3=O)s2)c2ccccc2O1 (stereo not drawn)
[6] COc1cc(/C=C/C(=O)O)cc(S(=O)(=O)Nc2cc(S(=O)(=O)N3CCCCC3)ccc2Cl)c1OC

entry no.	1	2	3	4	5	6
MBD2 DNA inh	2	-2	4	8	0	2
SMARCA2 act	0	2	2	-1	-2	-4
ADAM17 inh	-8	-3	-9	-1	0	-3
hcDAF-12 act	-2.0	-1.8	-0.9	3.2	-0.1	0.7
DAX1 inh-1	0.7	0.4	-1.6	3.7	-0.5	0.0
PLC-beta3 inh	-12	-9	-11	-7	-8	-2
ssDAF-12 act	-1.7	-0.9	-1.5	-1.4	-1.4	-1.2
NR1D1 modulator	3	-12	-4	11	-9	0
PLCg1 inh	-9	3	-6	-2	1	2
hgDAF12 agonist	3.9	-0.4	1.0	0.7	-0.2	0.2
DAX1 inh-2	0.7	0.2	-0.2	0.5	0.2	0.4

[7] CCOC(=O)C1CCN(C(=O)c2ccc(C)c(S(=O)(=O)N3CCCC3)c2)CC1
[8] O=C(Cc1n[nH]c(=O)[nH]c1=O)N/N=C/c1ccccc1
[9] CSc1cccc(NC(=O)/C=C/c2ccco2)c1
[10] C=CCc1ccccc1OCC(O)CN1CCN(CCO)CC1 (stereo not drawn)
[11] Cc1cccc(NC(=O)c2ccc(N3CCCCC3)c([N+](=O)[O-])c2)n1
[12] CCOC(=O)Cn1nnc2c(sc3nc4c(c(-c5ccc(Cl)cc5)c32)CCC4)c1=O

entry no.	7	8	9	10	11	12
MBD2 DNA inh	-4	1	5	6	-5	-2
SMARCA2 act	8	4	5	-2	2	-4
ADAM17 inh	-1	-2	3	-6	-1	-2
hcDAF-12 act	0.5	0.2	4.6	-0.7	3.5	-0.8
DAX1 inh-1	-0.2	0.6	0.8	-1.0	0.6	-0.2
PLC-beta3 inh	-4	5	-15	-8	2	0
ssDAF-12 act	-1.0	-1.2	0.1	-1.0	-0.1	-0.9
NR1D1 modulator	-4	-3	-3	6	3	-3
PLCg1 inh	3	0	-13	-2	2	0
hgDAF12 agonist	2.7	0.0	6.8	1.5	10	-0.9
DAX1 inh-2	1.0	-0.2	1.1	0.0	1.4	-0.3

[13] C/C(=N\NC(=O)c1ccoc1C)c1ccccc1O
[14] O=C(COC(=O)c1cnccn1)c1ccc(OC(=O)c2ccccc2)cc1
[15] Cc1ccc(S(=O)(=O)NCc2ccccc2)cc1C(=O)N1CCN(S(=O)(=O)c2ccccc2F)CC1
[16] CCC(Sc1nc2c(cnn2-c2ccc(Cl)cc2)c(=O)[nH]1)C(=O)OC (stereo not drawn)
[17] O=c1ccc(-c2ccccc2)nn1Cc1ccc(Cl)cc1
[18] O=[N+]([O-])c1ccc(N/N=C/c2c[nH]c3ccccc23)c(S(=O)(=O)Nc2ccc(Cl)cc2)c1

entry no.	13	14	15	16	17	18
MBD2 DNA inh	1	6	-1	1	1	3
SMARCA2 act	5	0	2	-1	-1	-2
ADAM17 inh	1	-4	1	-262	-3	0
hcDAF-12 act	2.1	-1.2	-1.1	-1.0	-2.6	1.1
DAX1 inh-1	2.2	1.2	-1.0	1.7	0.5	-0.8
PLC-beta3 inh	-4	2	4	-5	-7	-1
ssDAF-12 act	-0.3	-0.8	-0.7	-0.7	-0.7	-0.7
NR1D1 modulator	-2	-1	-1	1	4	11
PLCg1 inh	3	1	0	1	-2	0
hgDAF12 agonist	12*	0.9	-1.7	-0.6	-1.3	-1.2
DAX1 inh-2	1.1	1.7	-0.6	0.1	-1.4	0.9

Reformatted: five of the compounds above
cpd	Compound	MBD2 DNA inh	SMARCA2 act	ADAM17 inh	hcDAF-12 act	DAX1 inh-1	PLC-beta3 inh	ssDAF-12 act	NR1D1 modulator	PLCg1 inh	hgDAF12 agonist	DAX1 inh-2
13	C/C(=N\NC(=O)c1ccoc1C)c1ccccc1O	1	5	1	2.1	2.2	-4	-0.3	-2	3	12*	1.1
14	O=C(COC(=O)c1cnccn1)c1ccc(OC(=O)c2ccccc2)cc1	6	0	-4	-1.2	1.2	2	-0.8	-1	1	0.9	1.7
15	Cc1ccc(S(=O)(=O)NCc2ccccc2)cc1C(=O)N1CCN(S(=O)(=O)c2ccccc2F)CC1	-1	2	1	-1.1	-1.0	4	-0.7	-1	0	-1.7	-0.6
16	CCC(Sc1nc2c(cnn2-c2ccc(Cl)cc2)c(=O)[nH]1)C(=O)OC (stereo not drawn)	1	-1	-262	-1.0	1.7	-5	-0.7	1	1	-0.6	0.1
17	O=c1ccc(-c2ccccc2)nn1Cc1ccc(Cl)cc1	1	-1	-3	-2.6	0.5	-7	-0.7	4	-2	-1.3	-1.4

Going on with the list:
[19] CCC(=O)Nc1ccc(NC(=O)c2cccc3c(Br)cccc23)cc1
[20] Cc1cccc(CCN2CCN=C2Nc2ccccc2)c1
[21] CCNC(=O)COc1ccc(OCc2ccccc2)cc1
[22] CC(=O)Nc1ccc(S(=O)(=O)N(C)CC(=O)N/N=C/c2ccc(C(=O)O)cc2)cc1
[23] COc1ccccc1NC(=O)C1CCN(S(=O)(=O)c2ccc3c(c2)NC(=O)CO3)CC1
[24] COc1ccccc1NS(=O)(=O)c1ccc(C)c(C(=O)N2CCCC2)c1

entry no.	19	20	21	22	23	24
MBD2 DNA inh	1	-4	0	-5	-3	0
SMARCA2 act	-2	2	6	-2	-3	-1
ADAM17 inh	-4	1	-3	-1	-5	2
hcDAF-12 act	-0.8	-0.6	-1.3	-1.4	-1.0	-0.1
DAX1 inh-1	0.1	0.6	-0.5	-0.7	0.1	0.2
PLC-beta3 inh	-6	2	-4	-1	-2	-4
ssDAF-12 act	-1.1	-1.2	-0.8	-1.2	-0.7	-1.1
NR1D1 modulator	1	1	-1	1	0	-6
PLCg1 inh	1	2	1	3	-1	4
hgDAF12 agonist	-2.2	2.8	6.1	0.8	2.4	0.8
DAX1 inh-2	0.2	0.0	-0.2	-0.1	0.2	1.2

[25] Cc1c(Cl)cccc1NC(=O)CCC(=O)N/N=C/c1ccc[nH]1
[26] COc1cccc(-n2c(Cc3cc(=O)[nH]c(=O)[nH]3)nnc2SCC(=O)Nc2ccccc2)c1
[27] CC(C)(C)C(=O)Oc1cccc(Nc2ncnc3ccccc23)c1
[28] O=C(Cc1ccc(Cl)c(Cl)c1)NNC(=S)NCC1CCCO1 (stereo not drawn)
[29] Cc1cc(Br)ccc1NC(=O)CN(C)C(=O)c1ccc2ccccc2n1
[30] CS(=O)(=O)Nc1cccc(NC(=O)C2Cc3c(-c4cccc(F)c4)ccnc3O2)c1 (stereo not drawn)

entry no.	25	26	27	28	29	30
MBD2 DNA inh	1	2	-4	2	-1	-3
SMARCA2 act	-3	0	-2	-2	2	-2
ADAM17 inh	6	1	0	-4	-7	0
hcDAF-12 act	0.3	1.1	-1.5	-0.4	5.3	-2.0
DAX1 inh-1	-0.6	3.2	-1.1	-0.8	0.1	x
PLC-beta3 inh	-7	-3	-54	-7	-10	3
ssDAF-12 act	-0.4	-1.4	-1.9	-0.8	0.5	-1.4
NR1D1 modulator	6	-4	0	-1	-4	-3
PLCg1 inh	-3	-2	-48	0	-5	1
hgDAF12 agonist	-0.7	1.2	-0.3	-0.6	5.0	7.5
DAX1 inh-2	-0.3	0.2	-0.8	-0.7	0.7	-5.2

[31] Cc1cc(C)cc(N(C(=O)CNS(=O)(=O)c2ccccc2)C(C(=O)NCc2ccccc2)c2ccc(C)o2)c1 (stereo not drawn)
[32] CCOC(=O)Cc1csc(N(C)C)n1
[33] Cn1ncc2c(c(SCc3ccc(Cl)cc3Cl)nn2C)c1=O
[34] O=C(CNC(c1ccccc1)c1ccccc1)Nc1ccc(F)cc1
[35] S=C(Nc1ccccc1)Nc1ccccc1-n1cccc1
[36] O=C(Cc1ccccc1)NNC(=O)Cc1ccccc1

entry no.	31	32	33	34	35	36
MBD2 DNA inh	3	-2	7	0	5	-4
SMARCA2 act	2	2	-5	-1	-4	-2
ADAM17 inh	3	2	-3	6	-26	1
hcDAF-12 act	0.1	-0.5	-2.1	-1.0	5.7*	-0.1
DAX1 inh-1	-1.5	0.3	2.5	-0.4	x	1.0
PLC-beta3 inh	1	-1	-10	1	-56	4
ssDAF-12 act	-1.2	-0.9	-2.1	-1.1	0.5	-1.5
NR1D1 modulator	6	-1	4	-5	2	0
PLCg1 inh	0	-20	3	0	-52	1
hgDAF12 agonist	1.4	2.5	2.3	-3.9	0.4	-4.6
DAX1 inh-2	-0.3	0.2	0.1	0.5	0.0	-0.1

[37] CCc1ccccc1Oc1ccc(S(=O)(=O)N2CCN(C)CC2)cn1
[38] CC(=O)Nc1ccccc1OCC(=O)NC(C)c1ccccc1 (stereo not drawn)
[39] O=C(CNC1CCCCC1)Nc1cccc(C(F)(F)F)c1
[40] Cc1ccccc1NS(=O)(=O)c1nnc(NC(=O)c2ccccc2C)s1
[41] NC(=S)N/N=C/c1ccc([N+](=O)[O-])cc1
[42] C[C@@H]1CN([C@@H](C)CO)C(=O)CCCn2nncc2CO[C@@H]1CN(C)S(=O)(=O)c1ccc(C#N)cc1
[43] Cc1cc(C(=O)CSc2nc(N)cc(N)n2)c(C)n1-c1cccc(F)c1
[44] CCN(CC(=O)Nc1cccc(OC)c1)C(=O)C1CC(=O)N(Cc2ccccc2Cl)C1 (stereo not drawn)

entry no.	37	38	39	40	41	42	43	44
MBD2 DNA inh	1	2	0	-1	1	-7	-1	-2
SMARCA2 act	-1	2	2	-1	0	-2	-3	-6
ADAM17 inh	-6	0	3	-5	2	9.5*	3	7
hcDAF-12 act	0.1	4.1	-1.7	6.2*	-3.4	-0.3	0.0	-1.0
DAX1 inh-1	1.3	-1.1	0.6	1.5	-0.6	0.5	-2.3	-0.2
PLC-beta3 inh	-4	1	-3	-18	6	6	-11	5
ssDAF-12 act	-0.7	1.0*	-0.7	0.1	-1.5	-0.6	-0.3	-1.6
NR1D1 modulator	-3	-5	-3	4	11	-1	4	2
PLCg1 inh	6	-1	5	-10	1	8	-8	5
hgDAF12 agonist	2.5	0.9	0.2	0.4	-2.4	2.1	-3.5	-4.2
DAX1 inh-2	1.0	0.0	-0.4	1.3	-2.0	0.3	-1.1	0.7
